# ALOX12 inh = blocks human arachidonate 12S-lipoxygenase; P18054; 580,000 tested, 1.1% active; Potency, µM (series often up to 108 µM), inactives show at the top dose activity change, negative = inhibition, most hits filed as inhibitors; AID 1671190; purified 12hLO, xylenol orange hydroperoxide absorbance; active = well fitted inhibition curve with a large enough effect; inconclusive = small, poorly fitted or top-dose-only effect, or another doubt; inactive = no such curve, though single readings can be large or run the other way
# Target sequence (P18054 whole entry, looked up): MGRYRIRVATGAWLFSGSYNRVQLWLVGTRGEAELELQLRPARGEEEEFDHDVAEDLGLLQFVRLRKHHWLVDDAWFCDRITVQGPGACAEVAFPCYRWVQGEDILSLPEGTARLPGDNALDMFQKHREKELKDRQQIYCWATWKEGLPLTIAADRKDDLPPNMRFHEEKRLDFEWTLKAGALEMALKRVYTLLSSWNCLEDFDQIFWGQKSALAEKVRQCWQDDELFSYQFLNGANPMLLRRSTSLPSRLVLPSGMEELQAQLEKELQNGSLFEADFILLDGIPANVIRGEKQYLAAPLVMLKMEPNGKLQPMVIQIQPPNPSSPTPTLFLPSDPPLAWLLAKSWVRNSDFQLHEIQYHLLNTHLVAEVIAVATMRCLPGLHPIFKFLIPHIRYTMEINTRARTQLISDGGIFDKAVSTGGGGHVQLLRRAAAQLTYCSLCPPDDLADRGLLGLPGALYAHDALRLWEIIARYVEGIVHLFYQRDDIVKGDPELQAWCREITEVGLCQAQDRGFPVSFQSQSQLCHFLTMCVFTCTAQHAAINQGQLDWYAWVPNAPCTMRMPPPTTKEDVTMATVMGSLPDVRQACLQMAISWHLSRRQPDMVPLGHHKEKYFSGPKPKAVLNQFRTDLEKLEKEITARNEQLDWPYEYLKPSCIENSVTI
#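 Purified human 12hLO at 150 nM in 25 mM Hepes, 0.01% Triton X-100, pH 7.0, preincubated 15 min at room temperature with compound. Reaction started with 40 uM arachidonic acid, 30 min at room temperature. Hydroperoxide measured by Fe-xylenol orange, 573/405 nm absorbance ratio.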
# * = called active by the depositor; ? = inconclusive; [ ] = dose if it differs, or a comment. % is scaled to controls: 0 for no effect and ±100 for the full control effect; potency is read from the fitted curve at half-maximal effect.
SMILES	ALOX12 inh
Cc1cc(NC(=O)C2CC2)sc1C(=O)NC(C)c1ccc(Cl)cc1 (configuration not stated)	-15.5%
COc1ccccc1CCNc1ncnc2sc(C(=O)N3CCCCC3)c(C)c12	3.2%
O=c1ncn2nc(Sc3ccc(F)cc3F)ccc2c1-c1c(Cl)cccc1Cl	38.3%[activator][57.4 µM]
Cc1c(F)cccc1NC(=O)N(C)CC1CCOCC1	4.2%
Cc1ccccc1NC(=O)c1nc2ccccc2nc1Cl	-0.6%
CN1c2cc(C(=O)NCCCc3ccccc3)ccc2C(=O)N2CCCC21 (configuration not stated)	36.6%[activator]
CCOc1ccc(C(=O)N2CCC3(CC2)N=C(c2ccc(C)cc2)NO3)cc1	50.4%[activator]
CC1CCC(c2nnc(-c3ccccc3Cl)o2)CC1 (configuration not stated)	-0.2%
Cc1ccc2nc(C)cc(C(=O)NCCN3CCCCC3)c2c1	-7.7%
CCOc1ccc2nc(NC(=O)CCNC(=O)c3ccccc3Cl)sc2c1	4.1%
Fc1ccc(N/N=C/c2ccc(F)c(F)c2)c(F)c1	7.94µM*
CCOc1ccc(C2CCCN2S(=O)(=O)Cc2ccc(F)cc2)cc1 (configuration not stated)	14.5%
O=C(N[C@@H]1CN(Cc2cccnc2)C[C@H]1CO)c1cccnc1	58.3%[activator]
COCCCNC(=O)C[C@@H]1C[C@@]2(C(=O)OC)CCCCC=C2N(Cc2cccc3ccccc23)C1=O	0.0%
CN(CC1CCOC1)C(=O)Nc1cccc(Cl)c1F (configuration not stated)	24.4%
COCCCNc1oc(-c2cccs2)nc1C#N	-17.3%
O=C(NNC(=S)NC(=O)c1ccc(F)cc1)c1ccc(Cl)cc1	17.8µM*
O=C(c1cccs1)N1N=C(c2ccc(F)cc2)CC1c1ccc2nccnc2c1 (configuration not stated)	-25.4%
Cc1ccsc1CNC(=O)CSCC#N	-10.6%
COC[C@@H]1[C@H](NC(=O)c2csc(C)c2-c2ccccc2)[C@@H]2CCO[C@H]12	24.1%
O=C(Nc1c(-c2cc(=O)oc3ccc(Cl)cc23)oc2ccccc12)C1CC1	?
Cc1ccc(CN2C[C@@H]3C[C@H]2C(=O)N(CC2CC2)c2ccccc2O3)cc1	9.2%[176 µM]
CCCCC(=O)N1CCc2c(nc3cc(-c4ccccc4Cl)[nH]n3c2=O)C1	?
O=C(O)c1cc(-c2ccc(F)cc2)on1	-0.3%
CCOc1ccc(S(=O)(=O)Nc2ccccc2)cc1-c1nc2c(C(C)(C)C)nn(C)c2c(=O)[nH]1	?
O=C1Nc2ccccc2CC12CCN(Cc1ccc(F)cc1)C2 (configuration not stated)	?
Cc1ccc2c(c1)CN(C(=O)CC(c1ccccc1)c1ccco1)CC(C)O2 (configuration not stated)	?
O=c1c(-c2ccccc2)coc2cc(OCCN3CCN(c4ccccc4)CC3)ccc12	3.3%
CCN(C(=O)C1CCCCC1)C1CC1	-23.4%
CC(C)C(=O)N1CCC2(CC1)OC(=O)N(Cc1ncccn1)C2(C)c1ccccc1 (configuration not stated)	58.4%[activator][176 µM]

# 3 of the entries above in order of the ALOX12 inh value, smallest number first:
Compound	ALOX12 inh
O=C(c1cccs1)N1N=C(c2ccc(F)cc2)CC1c1ccc2nccnc2c1 (configuration not stated)	-25.4%
COCCCNC(=O)C[C@@H]1C[C@@]2(C(=O)OC)CCCCC=C2N(Cc2cccc3ccccc23)C1=O	0.0%
CCOc1ccc2nc(NC(=O)CCNC(=O)c3ccccc3Cl)sc2c1	4.1%

# (listing goes on)
SMILES	ALOX12 inh
O=C(N[C@@H]1CN(c2ncccn2)C[C@H]1CO)c1ccc(F)cc1	-5.6%
COc1ccccc1CC(=O)N1CCC[C@H]1c1nc(-c2ccccc2)no1	15.5%
Cc1cc2oc(=O)cc(CN3CCN(CCO)CC3)c2cc1Cl	0.0%
COCCNC(=O)C1c2ccccc2C(=O)N(CC(C)C)C12CCCCC2 (configuration not stated)	32.1%[activator]
COC(=O)[C@]12CCCCC=C1N(Cc1ccco1)C(=O)[C@H](CC(=O)NCc1ccc(OC)c(OC)c1)C2	0.0%
COc1ccc(C2=NOC3(CCN(C(=O)c4ccc(C(F)(F)F)cc4)C3)C2)cc1 (configuration not stated)	54.8%[activator]
CC1CCCN(c2ccc(C(=O)O)cc2NS(=O)(=O)c2ccc(Br)s2)C1 (configuration not stated)	5.62µM*
C[C@@H]1O[C@@H](O[C@H]2CC[C@@]3(C)[C@H](CC[C@@H]4[C@H]3C[C@@H](O)[C@]3(C)[C@@H](C5=CC(=O)OC5)CC[C@]43O)C2)C[C@H](O)[C@@H]1O[C@H]1C[C@H](O)[C@H](O[C@H]2C[C@H](O)[C@@H](O)[C@@H](C)O2)[C@H](C)O1 (stereo in doubt)	?
CCCN(C)c1nccnc1OC1CCN(C(=O)c2ccc(OC)cc2)C1 (configuration not stated)	11.9%
c1ccc(-c2cn3c4ccccc4n(CCN4CCCCC4)c3n2)cc1	20.5%
Cc1ccn2cc(-c3ccccc3)cc2c1	31.6µM*
O=C(CN1C(=O)NC(c2ccc(Cl)cc2)C2=C1COC2=O)Nc1ccc(Cl)cc1F (configuration not stated)	8.91µM*
CC(C)CCn1cnc2c1c(=O)n(CC(=O)Nc1cc(F)ccc1F)c(=O)n2Cc1ccccc1	5.2%
COc1ccc(CC(=O)NC(c2cccs2)C2CCCC2)cc1 (configuration not stated)	-16.7%
COc1ccc2[nH]c3c(c2c1)CCNC31CCN(C2CCCC2)CC1	58.1%[activator]
Cc1cc(C)cc(C(=O)N2CCc3[nH]nc(C(=O)N(C)C)c3C2)c1	42.2%[activator]
CC(C)c1noc(-c2cn(C3CCN(C(=O)c4ccccc4F)CC3)nn2)n1	6.7%
O=C(CCc1c[nH]c2ccccc12)NCc1ccc(Cl)cc1	-51.9%
Cc1ccc(NC(=O)c2ccccc2[N+](=O)[O-])cc1[N+](=O)[O-]	-2.3%
O=C(c1ccco1)N1CCCn2cc(-c3ccccc3F)nc21	17.9%
S=C(NCc1cccs1)NCC1CCCCC1	?
Cc1oc(-c2ccccc2)nc1CC(=O)NCC1CCCN(C(C)C)C1 (configuration not stated)	39.0%
COCCN1C(=O)[C@@H]2C[C@@H](CN2Cc2ccccc2Cl)Oc2ccccc21	-24.2%[176 µM]
Cn1cc(CC(=O)Nc2ccc(C(F)(F)F)cc2)c2ccccc21	-1.5%
O=C(NCc1ccc(F)cc1)[C@@H]1[C@@H](CO)[C@@H]2Cn3c(cccc3=O)[C@H]1N2CC1CCCC1	-2.8%
Cc1cc(C)cc(Nc2c3c(nc4ccccc24)CCC3)c1	?
COc1ccc(C(=O)Nc2ccc(C3(C)CC=NO3)cc2)cc1 (configuration not stated)	6.0%
CCc1ccc(NC(=O)C2CCN(C(=O)c3ncn4c3COC(c3ccccc3)C4)CC2)cc1 (configuration not stated)	26.2%
CCn1cnnc1-c1nn(C)c2c1CN(C(=O)c1cc(F)ccc1F)CC2	8.2%
Cc1ccn(CC(=O)N2CCCn3ccnc3C2c2cnn(C)c2)n1 (configuration not stated)	19.9%
CCn1cc(S(=O)(=O)N2C[C@H]3CN(CCO)C[C@@]3(C(=O)O)C2)cn1	14.3%
COc1cccc(C2=C(C(C)=O)Sc3nnc(C)n3N2C(C)=O)c1	?
OC[C@@H]1CN(Cc2ccccc2OC(F)(F)F)C[C@H]1c1ccncc1	15.2%
CCN(CC)Cc1nc(C2(O)CCN(C3CCN(C(C)=O)CC3)CC2)cs1	?
Cc1ccccc1NC(=O)N1CCC(CCNC(=O)c2ccsc2)CC1	-11.1%
O=c1n(-c2ccc(C(F)(F)F)cc2)nc2n1CCN(Cc1cccc3ccccc13)C2	39.8%[activator]
CCCN1C=NS(=O)(=O)c2cc(C(=O)NC3CCCCC3)ccc21	2.2%
COc1ccccc1-c1noc(CSc2nnc(-c3cccs3)n2C2CC2)n1	51.6%[activator]
C[C@@H]1CN([C@@H](C)CO)C(=O)c2cc(Br)cnc2O[C@@H]1CN(C)C(=O)c1ccc(F)cc1	-40.2%
Cc1ccc(N2CN(CCN3CCOCC3)Cn3c2nc(C)c(C)c3=O)c(C)c1	17.0%
CC(C)CCNc1ccc2nncn2n1	66.3%[activator]
Cc1ccc2c(c1)N(CCCC(=O)N1CCc3nc4cc(-c5ccccc5)[nH]n4c(=O)c3C1)C(=O)CO2	0.6%
CCOC(=O)c1cccc(NC(=O)[C@H](C(C)C)n2nnc3ccccc3c2=O)c1	-19.3%
COc1ccccc1NC(=O)N1CCC(N2C(=O)C3(CCCCC3)C2c2ccncc2)CC1 (configuration not stated)	42.9%[activator]
CN1C(=O)[C@@H]2C[C@@H](CN2C(=O)c2ccc3c(c2)OCO3)Oc2ccccc21	35.2%[activator][176 µM]
O=C(c1ccoc1)N1CCN(c2cc(-c3cccs3)[nH]n2)CC1	8.8%
COc1ccc2c3c(n(C)c2c1)[C@@H](CO)N(C(=O)NC1CCCCC1)CC31CCN(C)CC1	?
CC(=O)c1ccc(NS(=O)(=O)c2cc(-c3nc(-c4cccc(Cl)c4)no3)sc2C)cc1	-22.9%
CN(CC1CCOCC1)C(=O)c1cc(F)cc(F)c1	38.2%
CC1=C(C(=O)Nc2ccc(C)cc2C)C(c2cccc3ccccc23)NC(=S)N1 (configuration not stated)	?
CO[C@H]1C(=O)N(C(C)C)[C@H]1C1CCN(S(C)(=O)=O)CC1	12.9%
COc1ccc(NC(=O)N2CCC(c3noc(-c4cccnc4)n3)C2)cc1 (configuration not stated)	28.4%
O=C1Cn2nnc(-c3ccccc3)c2C2c3cc(Br)ccc3CCN12 (configuration not stated)	12.8%
CC(On1nnc2ccc(Cl)cc21)C(=O)Nc1cc(Cl)cc(Cl)c1 (configuration not stated)	3.9%
Clc1ccc(NCc2nnc3n2CCCCC3)cc1Cl	-1.9%
CCCNC(=O)N1C[C@@H](Oc2cccnc2)C[C@@H]1C(=O)N1CCOCC1	2.6%
CC(C)CC(NC(=O)c1ccn(C)c(=O)c1)c1ccccc1 (configuration not stated)	-39.3%
CCN(CC)C(=O)[C@@H]1CCC[C@@H](NS(C)(=O)=O)CN(C)C(=O)C1	-7.9%[176 µM]
NNC(=S)Nc1ccc(Br)cc1	7.08µM*
Cc1cc(C[C@@H]2COC[C@@H]2NC(=O)c2cc(=O)n(-c3ccccc3)[nH]2)on1	1.1%

# (cont.)
SMILES	ALOX12 inh
C#CCN(Cc1ccco1)C(=O)c1nnc2c3cc(OC)ccc3n(S(=O)(=O)c3ccc(OC)cc3)c2n1	-12.9%
CO[C@H]1C(=O)N(C2CCN(S(=O)(=O)Cc3ccccc3F)CC2)[C@H]1c1ccncc1	45.9%[activator]
COc1ccc2cc1Nc1ccc(cc1)C[C@H](NCc1cccc(O)c1)C(=O)N(C)[C@@H](C(=O)Nc1ccccc1)C2	?
CCc1nc2c(=O)n(CC(=O)NCc3ccc(Cl)cc3)nc(C)c2s1	-1.0%
Cc1ccc(S(=O)(=O)N2CCCC2c2nc3ccccc3[nH]2)cc1C (configuration not stated)	22.2%
CC(C)n1cnnc1CC1CCN(C(=O)CN(C)S(=O)(=O)c2cccs2)CC1	32.6%[activator]
Cc1ccc(NC(=O)C(=O)c2c(C)[nH]c3ccccc23)cc1	?
CC(C)c1ccc(OCc2nn3c(=O)c4ccccc4nc3s2)cc1	?
COc1cc(CCNC(C)=O)c(C(=O)/C=C/c2cccc(OC)c2OC)cc1OC	-0.1%
O=C(CCc1ccc2c(c1)CN(C(=O)C1CC1)CCO2)NCc1cc(F)cc(F)c1	31.0%
COC(=O)c1cc2c(c3c4cc(C)ccc4n(S(=O)(=O)c4ccccc4)c13)C(=O)N(Cc1ccc(C(F)(F)F)cc1)C2	-18.5%
Cc1ccc(CC(=O)NCCc2ccccn2)cc1	0.2%
C=CCOC(=O)C(C#N)c1nc2ccccc2nc1N1CCCCC1 (configuration not stated)	-5.7%
O=C(NCC1CC1)[C@H]1CN(Cc2ccccc2)C[C@H]1C(=O)O	?
CN(C)c1cccc(-c2ncc3c(n2)OCCN(Cc2ccc(F)cc2F)C3=O)c1	11.8%[176 µM]
Cc1nc2cc(NC(=O)c3cccc(C)c3C)ccc2o1	5.1%
O=C(O)CCNS(=O)(=O)c1cccc(C(=O)O)c1	?
Cc1ccc(S(=O)(=O)Nc2ccccc2OC(C(=O)OC(C)(C)C)C(=O)OC(C)(C)C)cc1	-0.5%
COc1ccc(C(=O)Nc2cc(-c3nc4ccccc4o3)ccc2OC)cc1Cl	-68.8%
O=C(Nc1ccc(-c2ccccc2)cc1)c1cc(F)c(F)cc1Cl	?
Cc1cc(C(=O)N2CCC(Cc3ccc(C(N)=O)cc3)CC2)nn1C	14.9%
OCC1CN(c2ncccn2)CC12CCN(Cc1c[nH]c3ccccc13)CC2 (configuration not stated)	-5.3%
O=C(Nc1cccc2cccnc12)C1=C(c2ccccc2)S(=O)(=O)CCO1	23.8%
O=C(CCC1CCCC1)N1CC2CC(C1)[C@H]1CCCC(=O)N1C2 (some centres not stated)	15.8%

# Structural class: those above with a furan ring, fused or not.
SMILES	ALOX12 inh
O=C(Nc1c(-c2cc(=O)oc3ccc(Cl)cc23)oc2ccccc12)C1CC1	?
Cc1ccc2c(c1)CN(C(=O)CC(c1ccccc1)c1ccco1)CC(C)O2 (configuration not stated)	?
COC(=O)[C@]12CCCCC=C1N(Cc1ccco1)C(=O)[C@H](CC(=O)NCc1ccc(OC)c(OC)c1)C2	0.0%
O=C(c1ccco1)N1CCCn2cc(-c3ccccc3F)nc21	17.9%
O=C(c1ccoc1)N1CCN(c2cc(-c3cccs3)[nH]n2)CC1	8.8%
C#CCN(Cc1ccco1)C(=O)c1nnc2c3cc(OC)ccc3n(S(=O)(=O)c3ccc(OC)cc3)c2n1	-12.9%

# Only part of the results is shown; rates above refer to the full screens.
